# Bioassay records from PubChem.
# uPA generation: blocks generation of uPA at the cell surface; Potency, µM (top dose mostly 38.3 µM), inactives show at the top dose activity change, negative = inhibition, usual class: inhibitors; cell surface uPA generation assay, qHTS; hit rate 0.31% among 330,000; active = well fitted inhibition curve with a large enough effect; inconclusive = small, poorly fitted or top-dose-only effect; inactive = no such curve, though single readings can be large or run the other way; tested in mouse RAW 264.7 cells; note: potency is the fitted concentration of half-maximal effect; % is set by controls: 0 for no effect and ±100 for the full control effect; nearly all actives have a fitted effect of over 55% in size
# RORg inh: blocks mouse ROR gamma transcriptional activity; Drosophila S2 Gal4-RORgamma UAS-luciferase reporter, 20 h; Potency, µM (top dose mostly 53.6 µM), for the others: at the highest dose activity change, negative = inhibition, actives largely listed as inhibitors; P51450; hit rate 5.4% among 310,000; AID 2551; note: potency is the fitted concentration of half-maximal effect; % is set by controls: 0 for no effect and ±100 for the full control effect; nearly all actives have a fitted effect of over 60% in size
# Target sequence (P51450 whole entry, looked up, the tested form may be a part): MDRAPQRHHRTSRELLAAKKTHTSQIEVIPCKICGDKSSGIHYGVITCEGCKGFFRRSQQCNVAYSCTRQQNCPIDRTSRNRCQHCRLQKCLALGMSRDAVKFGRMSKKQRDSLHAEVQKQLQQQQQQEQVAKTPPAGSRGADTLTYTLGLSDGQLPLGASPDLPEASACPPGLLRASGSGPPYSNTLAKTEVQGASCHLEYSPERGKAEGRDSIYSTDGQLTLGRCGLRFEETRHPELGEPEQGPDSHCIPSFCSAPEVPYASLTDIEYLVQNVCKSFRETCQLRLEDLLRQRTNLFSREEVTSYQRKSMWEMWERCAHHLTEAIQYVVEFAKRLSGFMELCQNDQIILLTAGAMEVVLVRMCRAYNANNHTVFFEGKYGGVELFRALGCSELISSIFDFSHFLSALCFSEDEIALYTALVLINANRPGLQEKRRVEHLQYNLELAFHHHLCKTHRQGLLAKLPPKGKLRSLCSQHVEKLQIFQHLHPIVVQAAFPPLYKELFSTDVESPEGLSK
#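 Luminescence from a UAS-regulated Photinus luciferase reporter in stably transfected Drosophila Schneider cells is measured; decreased signal marks ROR gamma inhibition. Fusion expression is induced by 700 uM copper sulfate for 20 hr.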
# Tb PFK block: blocks T. brucei phosphofructokinase. Potency, µM (top dose mostly 57.5 µM), inactives show at the highest dose activity, negative = inhibition, hits mostly inhibitors. T. brucei PFK, ADP-Glo luminescence. AID 485367. hit rate 0.17% among 330,000. O15648;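 note: potency is the fitted concentration of half-maximal effect; 0% = uninhibited 1x PFK enzyme wells and -100% = no-enzyme wells; nearly all actives have a fitted effect of over 60% in size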
#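 Compounds were pin-transferred as a titration series up to 57 uM into substrate buffer (0.5 mM F6P, 0.1 mM ATP, pH 8.0), then 1.25 nM PFK was added and reactions ran 45 min before ADP-Glo detection.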
# Gal4-VP16 FLuc: Gal4-VP16 reporter inhibition counter-screen; Drosophila S2 Gal4-VP16 UAS-luciferase, luminescence, 20 h; Potency, µM (top dose mostly 53.6 µM), for inactives: at the highest dose activity, negative = inhibition, usual class: inhibitors; hit rate 3.5% among 310,000; AID 2546;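 note: Gal4-VP16 expression switched on by copper sulfate through the metallothionein promoter; potency is the fitted concentration of half-maximal effect; % is set by controls: 0 for no effect and ±100 for the full control effect; nearly all actives have a fitted effect of over 50% in size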
# FLuc counter: inhibits or activates purified firefly luciferase, miR-21 counter-screen; P08659; purified FLuc, Km substrates, luminescence inhibition; Potency, µM (titrated, usually from 57.5 µM), inactives show top-dose activity change, negative = inhibition, usual class: inhibitors; hit rate 6.9% among 360,000; AID 588342;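 note: potency is the fitted concentration of half-maximal effect; plate controls were vehicle for no effect and reference inhibitor for full effect; nearly all actives have a fitted effect of over 55% in size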
#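 Biochemical qHTS of compounds, final roughly 60 µM downward over six points, against 10 nM purified firefly luciferase using Km concentrations of substrates (10 uM D-luciferin, 10 uM ATP) in Tris acetate pH 7.5 buffer; luminescence output.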
# NPC1 prom act: NPC1 promoter activation; hit rate 2.4% among 320,000; AID 485313; Potency, µM (titrated, usually from 9.22 µM), inactives show top-dose activation, actives largely listed as activators; Huh7 NPC1 promoter luciferase reporter, 24 h;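 note: potency is the fitted concentration of half-maximal effect; % of control where 0% means no effect; nearly all actives have a fitted effect of over 60% in size; reporter is driven by a mutant NPC1 promoter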
#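 Huh7 reporter cells (NPC1 promoter driving luciferase) are dosed with compound for 24 h at 37 °C, 5% CO2; luciferase detection reagent is then added and luminescence measured after 10 min at ambient temperature.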
# Giardia killer: kills Giardia lamblia | Giardia lamblia trophozoite viability | activity change, % at 7.66 µM, hits read low | hit rate 0.15% among 340,000; in the data active = activity change below about -80%; inconclusive = between about -30% and that limit;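 note: parasites exposed to compound for two days anaerobically before the ATP read; % is set by controls: 0 for no effect and ±100 for the full control effect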
#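 Each well holds 100 Giardia trophozoites and compound. After two days (48 hrs) at 37 deg C in anaerobic conditions, ATP is quantified by luminescence.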
# KCNH2 3.1 block: inhibitors of human KCNH2 3.1 potassium channel isoform | U2OS KCNH2 3.1, thallium flux FluxOr; hits give low values | hit rate 0.95% among 340,000 | activity change, % (tested at about 1.8 µM);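 active = maximum activity change below -70%; inconclusive = maximum activity change from -70% to -50%; inactive = maximum activity change above -50%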;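 note: thallium influx rate constant from kinetic fluorescence after stimulation buffer; % is set by controls: 0 for no effect and ±100 for the full control effect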
#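 Channel expression came from 3.1 mutant virus (1.77 x 10^8 /mL) applied to suspended U2OS cells for 4 h. Flux was tracked with FluxOr dye plus Red40 quencher, and kinetic rate constants normalized to controls.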
# Rab9 promoter act: Rab9 promoter activation | Huh7 Rab9 promoter-luciferase reporter, luminescence, 24 h | Potency, µM (series often up to 9.22 µM), for inactives: at the highest dose activation, negative = inhibition, actives largely listed as activators | hit rate 2.8% among 320,000; note: potency is the fitted concentration of half-maximal effect; % of control where 0% means no effect; nearly all actives have a fitted effect of over 60% in size
#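 Using Huh7 cells stably transfected with Rab9 promoter–luciferase, compounds were incubated 24 h at 37 °C, 5% CO2; luciferase luminescence was read 10 min after reagent addition.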
# ELG1 genotoxic: inducers of genotoxicity in HEK293T ELG1-luciferase cells. HEK293T ELG1-luciferase reporter, luminescence, 16 h. Potency, µM (series often up to 46 µM), inactives show at the top dose activity change, positive = activation, hits mostly activators. hit rate 1.3% among 330,000. AID 504466; note: potency is the fitted concentration of half-maximal effect; % of control where 0% means no effect; nearly all actives have a fitted effect of over 60% in size
#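 Quantitative HTS format in 1536-well plates. HEK293T ELG1-luciferase reporter cells receive test compound and are incubated 16 hr at 37 °C, 5% CO2; ONE-Glo added, 30 min room temperature, then luminescence read.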
# FBPA coupling cs: coupling enzyme interference in Giardia aldolase counter-screen | coupling enzyme system counterscreen, AmpLite Red fluorescence | activity change, negative = inhibition, % at 58.2 µM, hits read low | hit rate 0.67% among 290,000; in the data active = activity change below about -30%; note: % is set by controls: 0 for no effect and ±100 for the full control effect
#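 Counterscreen lacking aldolase: glyceraldehyde-3-phosphate coupling-enzyme reagent preincubated 10 min at RT with compound (at 57.5 uM final), then substrate/coupling system with AmpLite Red added; fluorescence read at 525/598 nm after 20 min RT.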
# An asterisk follows results filed as active; ? = inconclusive; . = no result given; & = joins results of further samples; [ ] = another dose, or the depositor's remark. Unless noted, calls come from the whole dose curve; as a rule, active = well fitted curve in the direction sought with a large enough effect; inconclusive = small, poorly fitted or top-dose-only effect, or another doubt; inactive = no such curve, though single readings can be large; an effect the other way counts as inactive or inconclusive.
# Sample of the layout (6 entries):
SMILES,uPA generation,RORg inh,Tb PFK block,Gal4-VP16 FLuc,FLuc counter,NPC1 prom act,Giardia killer,KCNH2 3.1 block,Rab9 promoter act,ELG1 genotoxic,FBPA coupling cs
C=CCn1c(-c2cccnc2Cl)nc2ccccc21,-7.8%,-17.2%,0.3%,6.9%,-2.3%,-1.6%,37.4[activator],31.5,-1.1%,-9.1%,-2.3
O=S(=O)(NCc1ccccc1)c1cccc(S(=O)(=O)N2CCOCC2)c1,5.5%,-8.7%,0.9%,9.1%,12.3%,0.5%,-12.5,0.8,2.0%,-1.3%,-0.1
Cc1cccc(NC(=O)COc2ccc(Br)cc2C)n1,6.1%,15.8%,-3.6%,-23.3%,3.38µM*,2.82µM*,15.4,0.1,?,2µM*,-0.1
NS(=O)(=O)c1ccc(C(=O)O)cc1,2.4%,9.1%&16.0%,-1.4%,2.1%&3.0%,5.3%,-0.7%,-0.1,4.7,-6.4%,0.3%,0.1
COCCn1c(SC(C(=O)Nc2cc(C)ccc2OC)c2ccccc2)nnc1-c1ccc(Cl)cc1 (stereo unspecified),1.4%,-9.3%,-0.7%,18.3%,1.4%,-3.4%,-7.2,2.3,-4.1%,-4.6%,-3.5
CN1CCN(c2nc3c(c(=O)n(C)c(=O)n3C)n2Cc2ccccc2Cl)CC1,3.5%,.,3.9%,.,-0.5%,0.9%,26.7,2.5,-1.6%,7.6%,1.7

# This part in full, previewed entries included:
SMILES,uPA generation,RORg inh,Tb PFK block,Gal4-VP16 FLuc,FLuc counter,NPC1 prom act,Giardia killer,KCNH2 3.1 block,Rab9 promoter act,ELG1 genotoxic,FBPA coupling cs
C=CCn1c(-c2cccnc2Cl)nc2ccccc21,-7.8%,-17.2%,0.3%,6.9%,-2.3%,-1.6%,37.4[activator],31.5,-1.1%,-9.1%,-2.3
O=S(=O)(NCc1ccccc1)c1cccc(S(=O)(=O)N2CCOCC2)c1,5.5%,-8.7%,0.9%,9.1%,12.3%,0.5%,-12.5,0.8,2.0%,-1.3%,-0.1
Cc1cccc(NC(=O)COc2ccc(Br)cc2C)n1,6.1%,15.8%,-3.6%,-23.3%,3.38µM*,2.82µM*,15.4,0.1,?,2µM*,-0.1
NS(=O)(=O)c1ccc(C(=O)O)cc1,2.4%,9.1%&16.0%,-1.4%,2.1%&3.0%,5.3%,-0.7%,-0.1,4.7,-6.4%,0.3%,0.1
COCCn1c(SC(C(=O)Nc2cc(C)ccc2OC)c2ccccc2)nnc1-c1ccc(Cl)cc1 (stereo unspecified),1.4%,-9.3%,-0.7%,18.3%,1.4%,-3.4%,-7.2,2.3,-4.1%,-4.6%,-3.5
CN1CCN(c2nc3c(c(=O)n(C)c(=O)n3C)n2Cc2ccccc2Cl)CC1,3.5%,.,3.9%,.,-0.5%,0.9%,26.7,2.5,-1.6%,7.6%,1.7
COc1cc(/C=N/NS(=O)(=O)c2ccc(Br)cc2)ccc1O,-15.7%,32.9%,0.5%,-8.0%,1.5%,-3.2%,35.7[activator],1.9,0.1%,6.7%,5.5
CCOC(=O)c1c(CN2CCCCC2)oc2ccc(OC)cc12,11.3%,-32.5%&-9.0%,-0.9%&2.2%,5.2%&-6.9%,0.2%&0.0%,-7.7%&-2.0%,6.3&0.8,13.2&-3.5,-26.5%&-2.6%,-0.6%&0.1%,2.1&4.9
C=C1c2cccc(C(F)(F)F)c2O[C@H](C(=O)OCC)[C@H]1OC,6.8%,.,1.6%,.,.,.,-8.2,6.0,.,5.3%,.
O=c1oc(Nc2ccc(F)cc2)nc2ccccc12,-10.6%,?,-2.9%,-25.1%,13.5µM*,2.24µM*,19.1,1.8,2.51µM*,?,0.2
CCOc1ccc(NC(=O)CN2CCN(CC(=O)Nc3ccc(C(=O)OC)cc3)CC2)cc1,1.3%,28.2%,-2.0%,6.8%,0.3%,-2.6%,-7.6,-83.0*,-6.7%,4.1%,-1.3
O=C(CN1CCC(n2nnc3cc(C(F)(F)F)ccc32)CC1)NNC(=O)c1ccco1,0.6%,19.3%,3.2%,4.3%,-0.3%,-1.5%,-2.9,-5.5,-1.1%,-3.5%,2.9
O=C(Nc1ccccc1)C1CCN(S(=O)(=O)c2ccc3c(c2)OCCO3)CC1,-1.7%,.,-0.4%,.,-0.9%,-1.0%,-11.9,-13.3,-2.0%,-9.1%,.
COc1ccccc1C(c1nnnn1Cc1ccco1)N1CCN(c2cccc(C)c2C)CC1 (stereo unspecified),-13.5%,22.2%,2.4%,-13.2%,4.6%,-10.5%,3.6,-33.2,-11.6%,-8.6%,-3.3
CCCC(=O)c1ccc(N2CCN(C(=O)c3cccs3)CC2)c(F)c1,-13.6%,12.4%,0.1%,?,-0.4%,-5.1%,-3.2,-4.9,2.5%,-4.5%,0.8
CC1CN(C(=O)C2CCCN2S(=O)(=O)c2ccc(Cl)cc2)CC(C)O1 (stereo unspecified),6.9%,7.6%,1.9%,-4.5%,0.2%,-0.5%,5.5,-5.4,0.6%,-3.7%,-15.4
N[C@@H](CO)c1cn([C@@H](Cc2cc3ccccc3[nH]2)C(=O)N2CCNCC2)nn1,6.3%,-9.1%,2.3%,5.1%,1.3%,-4.0%,-9.3,2.3,-6.2%,2.2%,-3.3
O=C1CSC(=S)N1Cc1cccnc1,-13.6%,?,0.4%,?,-0.9%,-14.5%,-8.2,-8.0,-21.6%,-7.4%,-29.1
CCCOc1ccc(NC(=O)C2CC(=O)N(C)C(=Nc3cccc(OC)c3)S2)cc1 (stereo unspecified),8.8%,-2.9%,1.2%,-20.8%,0.8%,-7.8%,-28.7,7.1,-1.4%,-6.8%,1.8
COc1ccccc1C(=O)Nc1ccc(S(=O)(=O)N2CCCC2)cc1,.,-2.4%,-3.8%,-0.7%,-2.4%,-3.7%,8.2,15.9,-0.5%,-9.2%,1.1
CC(C)c1ccc(Nc2nnc(SCC(=O)NCC3CCCO3)s2)cc1 (stereo unspecified),?,.,0.2%,.,.,.,-17.6,-7.4,.,12.4%,.
Cc1ccc(/C=C(/C#N)c2nc(CCN3C(=O)c4ccccc4C3=O)cs2)cc1,1.8%,18.7%,2.2%,-3.7%,-15.7%,0.1%,15.7,-28.2,5.6%,-8.0%,-1.6
COC(=O)c1ccc(NC(=O)NS(=O)(=O)c2ccc(C)cc2)cc1,-6.3%,-2.0%,-1.4%,-0.1%,1.0%,2.8%,3.6,-3.4,-8.6%,6.1%,3.1
